KB-3-1 cytotox = kills parental KB-3-1 adenocarcinoma cells. KB-3-1 viability, CellTiter-Glo ATP luminescence, 72 h. AID 1347075. 1.4% of 400,000 active. Potency, µM (doses to about 46.1 µM), inactives show at the top dose activity change, negative = cytotoxic, usual class: cytotoxic; also: potency is read from the fitted curve at half-maximal effect; % is scaled to controls: 0 for no effect and ±100 for the full control effect; nearly all actives have a fitted effect of over 60% in size
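72 h, 37 °C compound treatment of KB-3-1 parental cells; CellTiter-Glo added, 10 min, luminescence read. Data corrected against DMSO-only plates and normalized before curve fitting.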
KB-V1 cytotox = kills drug-selected multidrug resistant KB-V1 cells; KB-V1 MDR cells viability, CellTiter-Glo, 72 h; Potency, µM (highest dose often 46.1 µM), without a hit: at the top dose activity change, negative = cytotoxicity, hits mostly cytotoxic; 3.4% of 400,000 active; AID 1347076; also: potency is read from the fitted curve at half-maximal effect; % is scaled to controls: 0 for no effect and ±100 for the full control effect; nearly all actives have a fitted effect of over 60% in size
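Following 72 h at 37 degrees C with compound, KB-V1 cell viability was read by CellTiter-Glo luminescence, medium being phenol-red-free DMEM plus 10% FBS; concentration-response parameters came from normalized, curve-fitted qHTS data.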
MCF10A rereplic = inducers of DNA re-replication in MCF 10A breast cells; Potency, µM (highest dose often 46.1 µM), without a hit: at the top dose activity, positive = re-replication, actives largely listed as activators; AID 624296; 2.9% of 350,000 active; MCF 10A DNA re-replication, Hoechst nuclear intensity, 48 h; also: potency is read from the fitted curve at half-maximal effect; % of control where 0% means no effect; nearly all actives have a fitted effect of over 50% in size
HT1080-NT tox = kills 2HG-producing HT-1080-NT fibrosarcoma cells | Potency, µM (titrated, usually from 46.1 µM), inactives show at the highest dose activity, negative = less viability, most hits filed as cytotoxic | HT-1080-NT fibrosarcoma viability, CellTiter-Glo ATP luminescence, 48 h | AID 686970 | 1.6% of 360,000 active;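 also: NT is the 2HG producing partner of a matched IDH1 knockdown line; potency is read from the fitted curve at half-maximal effect; 0% = DMSO-treated cells and -100% = media-only wells without cells; nearly all actives have a fitted effect of over 55% in size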
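Viability of the 2HG-overproducing fibrosarcoma line after 48 hours of compound exposure at 37 degrees C was determined by luminescence with CellTiter-Glo, and concentration-effect curves were then fitted and categorized.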
WRN helicase inh = WRN helicase (human) inhibition. Potency, µM (titrated, usually from 114 µM), without a hit: at the top dose activity change, negative = inhibition, usual class: inhibitors. 0.46% of 360,000 active. WRN helicase unwinding, fluorescent forked duplex, kinetic; also: potency is read from the fitted curve at half-maximal effect; % is scaled to controls: 0 for no effect and ±100 for the full control effect; nearly all actives have a fitted effect of over 55% in size
Target sequence (Q14191 whole entry, looked up): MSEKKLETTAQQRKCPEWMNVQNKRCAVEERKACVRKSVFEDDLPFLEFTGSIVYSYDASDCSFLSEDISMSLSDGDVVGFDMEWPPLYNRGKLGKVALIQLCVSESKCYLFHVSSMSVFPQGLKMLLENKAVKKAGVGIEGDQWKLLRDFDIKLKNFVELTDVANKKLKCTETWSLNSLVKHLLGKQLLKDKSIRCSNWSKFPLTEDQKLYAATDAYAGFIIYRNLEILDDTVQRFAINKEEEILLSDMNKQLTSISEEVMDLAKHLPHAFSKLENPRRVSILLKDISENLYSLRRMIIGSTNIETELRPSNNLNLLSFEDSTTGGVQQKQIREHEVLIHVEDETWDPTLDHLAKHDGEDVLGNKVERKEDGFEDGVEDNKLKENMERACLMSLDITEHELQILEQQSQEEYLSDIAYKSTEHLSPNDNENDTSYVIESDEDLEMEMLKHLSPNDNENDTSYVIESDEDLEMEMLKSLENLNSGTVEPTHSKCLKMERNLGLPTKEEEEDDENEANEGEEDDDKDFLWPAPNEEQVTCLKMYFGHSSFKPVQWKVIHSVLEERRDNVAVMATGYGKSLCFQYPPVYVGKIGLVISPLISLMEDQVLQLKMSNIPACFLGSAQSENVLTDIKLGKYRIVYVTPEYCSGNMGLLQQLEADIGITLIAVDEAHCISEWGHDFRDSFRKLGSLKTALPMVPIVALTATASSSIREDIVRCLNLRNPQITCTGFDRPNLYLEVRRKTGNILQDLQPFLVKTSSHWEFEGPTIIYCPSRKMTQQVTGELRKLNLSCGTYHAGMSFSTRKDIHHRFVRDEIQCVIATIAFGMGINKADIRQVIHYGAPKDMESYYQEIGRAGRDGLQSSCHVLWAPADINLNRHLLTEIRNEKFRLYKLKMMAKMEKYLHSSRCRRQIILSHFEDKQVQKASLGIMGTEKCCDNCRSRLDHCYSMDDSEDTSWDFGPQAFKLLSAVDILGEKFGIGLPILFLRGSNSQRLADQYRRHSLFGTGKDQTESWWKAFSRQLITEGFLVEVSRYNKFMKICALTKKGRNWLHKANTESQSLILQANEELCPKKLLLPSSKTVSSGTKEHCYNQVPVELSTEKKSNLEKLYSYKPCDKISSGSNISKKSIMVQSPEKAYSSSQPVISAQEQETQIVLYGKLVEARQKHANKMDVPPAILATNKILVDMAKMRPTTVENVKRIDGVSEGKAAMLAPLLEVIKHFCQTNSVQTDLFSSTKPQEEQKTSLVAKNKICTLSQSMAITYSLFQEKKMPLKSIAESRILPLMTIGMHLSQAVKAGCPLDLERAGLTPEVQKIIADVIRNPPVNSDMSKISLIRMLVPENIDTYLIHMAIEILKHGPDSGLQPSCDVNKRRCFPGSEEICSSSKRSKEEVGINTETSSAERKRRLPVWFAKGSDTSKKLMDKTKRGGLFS
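Primary qHTS, 1536-well format. 20 nM WRN + compound, 15 min RT; start with 100 nM forked fluorophore/quencher duplex, 2 mM ATP (final); kinetic read ex 525/em 598 nm.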
HT1080 IDH1KD tx = HT-1080 IDH1 knockdown cell toxicity (counter line) | HT-1080 IDH1 knockdown viability, ATP luminescence, 48 h | Potency, µM (doses to about 46.1 µM), inactives show at the highest dose activity, negative = toxicity, most hits filed as cytotoxic | 2% of 360,000 active | AID 686971;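 also: potency is read from the fitted curve at half-maximal effect; 0% = DMSO wells and -100% = cell-free medium wells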
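Viability of IDH1-knockdown HT-1080 fibrosarcoma cells was assessed by CellTiter-Glo after 48 h at 37 °C with titrated compound; concentration-effect curves were classified by fit quality and response size.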
SW480 rerep = induces DNA re-replication in SW480 colon adenocarcinoma cells; SW480 DNA re-replication, Hoechst DNA content imaging, 48 h; Potency, µM (top dose mostly 46.1 µM), without a hit: at the highest dose re-replication activation, usual class: activators; 1.8% of 340,000 active; AID 624297; also: potency is read from the fitted curve at half-maximal effect; % of control where 0% means no effect; nearly all actives have a fitted effect of over 55% in size
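Image-based DNA-content assay: after two days of treatment, nuclei were labelled with the DNA dye Hoechst and imaged, and hits were compounds raising the count of nuclei showing high fluorescence intensity.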
IL1B secr inh = inhibitors of inflammasome signaling (IL-1 beta secretion). AID 743279. THP-1 LPS/ATP IL-1B secretion, AlphaLISA, 16 h; hits give low values. 4.7% of 360,000 active. activity change, % at 57.5 µM; in the data active = activity change below about -50%; inconclusive = mostly about -30% to -49%; also: % is scaled to controls: 0 for no effect and ±100 for the full control effect
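Secreted IL-1B measured by AlphaLISA bead assay after 16 h compound exposure of THP-1 cells; compounds (final up to 57.5 uM) added 1 h before LPS (250 ng/mL) and ATP (1.25 mM) stimulation; lower signal means less secretion.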
ATXN2 expr inh = ATXN2 expression inhibition; HEK-293 ATXN2-luciferase reporter, luminescence, 24 h; Potency, µM (titrated, usually from 57 µM), inactives show at the top dose activity change, negative = inhibition, actives largely listed as inhibitors; 0.72% of 360,000 active; also: potency is read from the fitted curve at half-maximal effect; % is scaled to controls: 0 for no effect and ±100 for the full control effect; nearly all actives have a fitted effect of over 55% in size
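qHTS (up to 57 uM final) was run with 24 h compound exposure of reporter cells at 37 °C. Each well was multiplexed: SteadyGlo luminescence measured ATXN2-luciferase expression after a fluorogenic Gly-Phe-AFC viability readout (25 uM final).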
Active calls of the source: *; ? = inconclusive; . = not tested or not shown; & = joins results of further samples; [ ] = remark or other dose. Unless noted, calls follow the shape of the dose curve; as a rule, active = well fitted curve in the direction sought with a large enough effect; inconclusive = small, poorly fitted or top-dose-only effect, or another doubt; inactive = no such curve, though single readings can be large; an effect the other way counts as inactive or inconclusive.

SMILES | KB-3-1 cytotox | KB-V1 cytotox | MCF10A rereplic | HT1080-NT tox | WRN helicase inh | HT1080 IDH1KD tx | SW480 rerep | IL1B secr inh | ATXN2 expr inh
CC(C)(C)OC(=O)NCCOC(=O)c1[nH]cnc1C(=O)NCc1ccccc1 | 0% | -2% | -1% | 10% | 3% | 4% | ? | -8 | 7%
CCOC(=O)C1(Cc2cccc(Cl)c2)CCCN(C(=O)c2occc2C)C1 (stereo not drawn) | -21% | -29% | 2% | -4% | -10% | -2% | 2% | 19 | -3%
O=c1[nH]c2ccc(F)cc2[nH]c1=O | 1% | 3% | 6% | 5% | 2% | 12% | 16% | 25 | 5%
CCc1nc2ccc(C(=O)NCCCN3CCCC3=O)cn2c1N(C)C(=O)Nc1ccccc1OC | 0% | -3% | . | 25% | -1% | 9% | . | 16 | 5%
Cc1cc(/C=N/NC(=O)c2ccncc2)c(C)n1-c1cccc(C(F)(F)F)c1 | ? | 7% | 4% | -18% | -10% | -24% | -10% | -7 | 14%
CCOC(=O)c1c(C)oc2c1c(C=NCCC(=O)O)c(O)c1ccccc12 | -7% | -6% | 1% | -29% | -19% | ? | 1% | 0 | -32%
CCS(=O)(=O)c1nc(S(=O)(=O)c2ccc(C)cc2)c(N2CCCCCC2)s1 | -5% | ? | . | -20% | -5% | -4% | . | -25 | .
CCN(CC)C(=O)Oc1ccc(Br)c2ccccc12 | -13% | -24% | -6% | -5% | -4% | -15% | ? | 0 | -1%
COc1ccc(NC(=O)c2ccc3c(c2)NC(=O)CS3)cc1 | -2% | 11% | -4% | 0%[9.24 µM] | 5% | 2% | -35%[inhibitor] | ? | 10%
CCn1c(SCC(=O)Nc2ccccc2)nnc1-c1ccc(S(=O)(=O)N2CCOCC2)cc1 | -9% | 2% | 6% | 11% | 11% | 6% | -4% | -19 | -9%
NC(=O)C1CCN(c2cc(N3CCOCC3)ccc2[N+](=O)[O-])CC1 | 1% | 5% | -2% | -6% | -6% | -5% | -748%[1.84 µM] | ? | -21%
Cn1c(NC(=O)COc2ccccc2)cc(=O)n(C)c1=O | 0% | 0% | -6% | 10% | -1% | 0% | 8% | 18 | 0%
CCOC(=O)C(=Cc1ccccc1)C(=O)c1ccccc1 | 21µM* | ? | . | -10% | -23% | 18µM* | . | -98* | .
NS(=O)(=O)c1ccc(NC(=O)Cc2c(F)cccc2Cl)cc1 | -5% | 0% | -23% | -6% | -6% | 1% | ? | 4 | 5%
Cc1nc(/N=C\N(C)C)sc1C(=O)Nc1ccccc1 | 11% | -23% | -3% | 4% | -10% | -8% | -2% | 35 | 44%[activator]

Part of the list above in order of number of heavy atoms, smallest number first:
SMILES | KB-3-1 cytotox | KB-V1 cytotox | MCF10A rereplic | HT1080-NT tox | WRN helicase inh | HT1080 IDH1KD tx | SW480 rerep | IL1B secr inh | ATXN2 expr inh
CCN(CC)C(=O)Oc1ccc(Br)c2ccccc12 | -13% | -24% | -6% | -5% | -4% | -15% | ? | 0 | -1%
CCOC(=O)C(=Cc1ccccc1)C(=O)c1ccccc1 | 21µM* | ? | . | -10% | -23% | 18µM* | . | -98* | .
Cc1cc(/C=N/NC(=O)c2ccncc2)c(C)n1-c1cccc(C(F)(F)F)c1 | ? | 7% | 4% | -18% | -10% | -24% | -10% | -7 | 14%

Entries of single compounds from above. Order of screens: KB-3-1 cytotox, KB-V1 cytotox, MCF10A rereplic, HT1080-NT tox, WRN helicase inh, HT1080 IDH1KD tx, SW480 rerep, IL1B secr inh, ATXN2 expr inh
Profile of `CCc1nc2ccc(C(=O)NCCCN3CCCC3=O)cn2c1N(C)C(=O)Nc1ccccc1OC` : 0%, -3%, ., 25%, -1%, 9%, ., 16, 5%
Profile of `NC(=O)C1CCN(c2cc(N3CCOCC3)ccc2[N+](=O)[O-])CC1` : 1%, 5%, -2%, -6%, -6%, -5%, -748%[1.84 µM], ?, -21%
Profile of `O=c1[nH]c2ccc(F)cc2[nH]c1=O` : 1%, 3%, 6%, 5%, 2%, 12%, 16%, 25, 5%

Later entries:
SMILES | KB-3-1 cytotox | KB-V1 cytotox | MCF10A rereplic | HT1080-NT tox | WRN helicase inh | HT1080 IDH1KD tx | SW480 rerep | IL1B secr inh | ATXN2 expr inh
CCOc1ccc(Cl)cc1S(=O)(=O)N1CCC(C(=O)NCc2ccncc2)CC1 | 6% | -7% | 6% | 7% | 6% | 19% | -3% | 12 | 8%
Cc1ccc(SC(C)c2nc(-c3ccncc3)no2)cc1 (stereo not drawn) | -23% | -23% | -6% | -7% | 3% | ? | -2% | -2 | 10%
N#CCC(=O)Nn1c(=S)[nH]c2ccccc2c1=O | -10% | 0% | 15% | 3% | -9% | 0% | -2% | 43 | -3%
C/C(CC(=O)Nc1ccccc1)=N\NC(=O)COc1ccc(C)cc1Br | 9% | ? | -41%[inhibitor][9.22 µM] | 0% | -2% | 4% | -45%[inhibitor] | 11 | -9%
FC(F)(F)c1ccccc1-n1c(-c2ccco2)n[nH]c1=S | -1% | 9% | 7% | 11% | 10% | 4% | -1% | 26 | -29%
O=c1c2[nH]c3ccc(F)cc3c2ncn1CCC1=CCCCC1 | 18% | 0% | -3% | 15% | -4% | -4% | -3% | -10 | 6%
CCOc1ccc(NC(c2ccccc2)P(=O)(OC)OC)cc1 (stereo not drawn) | 0% | 13% | -2% | 0% | 2% | -1% | -6% | -16 | .
CC(Sc1nnc(-c2ccco2)n1C)C(=O)Nc1ccc(N2CCOCC2)cc1 (stereo not drawn) | 3% | -3% | ? | 11% | 4% | 14% | -48%[inhibitor] | 7 | -6%
Cc1ccc(C)c(NC(=O)CN(C)C(=O)c2ccc(-c3ccc(Cl)cc3)o2)c1 | -22% | -29% | -39%[inhibitor] | 3% | -27% | 2% | -106%[inhibitor] | 28 | -10%
C=CCC[C@H](Cc1ccc(F)cc1)C(=O)OC[C@@H](NC(=O)[C@H](CC=C)CC(=O)NCCO)C(C)(C)C | 15% | 6% | 7% | 28% | -3% | 0% | -3% | -4 | 6%
O=C1CCN(Cc2ccccc2)CCN1[C@H](CO)Cc1ccccc1 | 0%&15%&3% | ? | -35%[inhibitor] | -1% | 2% | 7% | 5.2µM* | 12 | 0%
O=C(O)CCC(=O)Nc1cccc2cccnc12 | -2% | -5% | -8% | -9% | -2% | 13% | 0% | 13 | -21%
Nc1nc2ccccc2n1CCOc1ccc(F)cc1 | -11% | ? | 4% | ? | 1% | ? | -8% | -51* | .
CCOc1ccc(S(=O)(=O)N2CCN(c3ccccc3)CC2)c2cccnc12 | 0% | 17% | 21% | -1% | -11% | -2% | -3% | -1 | -16%
CCOc1ccccc1C(=O)Nc1cc(Cl)ccc1O | ? | ? | ? | ? | -11% | ? | -2% | -17 | ?
CCOC(=O)CON1C(=O)c2ccccc2C1=O | 0% | 6% | -3% | -2% | 1% | 4% | -1%[9.22 µM] | -24 | -3%
CCOC(=O)C(NC(C)=O)(Nc1ccc(S(N)(=O)=O)cc1)C(F)(F)F (stereo not drawn) | -1% | -1% | 2% | 12% | -1% | 22% | ? | 0 | -8%
Cc1ccc(-c2c(C(=O)N/N=C/c3ccc(C)o3)nnn2-c2nonc2N)cc1 | -8% | ? | 1% | -2% | 1% | 1% | -7% | 0 | .
O=C(NCc1cccnc1)c1ccccc1NS(=O)(=O)c1ccc(Br)cc1 | ? | -23% | -1% | -2% | -5% | -1% | 9% | 19 | .
Cc1ccc(C(C)NC(=O)c2ccc3c(c2)OCCO3)cc1C (stereo not drawn) | ? | ? | ? | ? | -9% | ? | ? | 18 | -10%
Cc1cc(NC(=O)COc2ccccc2)ccc1Cl | -1% | -17% | -4% | -1% | -5% | 8% | -2% | -13 | .
Cn1c(=O)c(C(=O)NCc2ccc(F)cc2)c(O)c2ccccc21 | 5% | 0% | 6% | 11% | -1% | 17% | 13% | 11 | -27%
CC(C)Nc1ncnc2c1ncn2[C@H]1CN(Cc2ccccc2)C[C@@H](CO)O1 | 25% | -15% | . | 8% | 8%[57.1 µM] | 11% | . | 19 | 14%
Cn1cc(C(CO)Cc2ccccc2)c2ccccc21 (stereo not drawn) | -1% | 6% | -2% | 3% | 6% | 3% | 9% | 20 | 0%
CC1(Cc2ccccc2OC(F)(F)F)C(=O)Nc2cc(-c3ccccc3Cl)ccc21 (stereo not drawn) | -1% | -5% | . | ? | -10% | ? | . | -15 | ?
Cc1ccc(S(=O)(=O)NCC(=O)N2CCOCCOCCOCC2)cc1 | -7% | -10% | -26% | 1% | -9%[57.1 µM] | 0% | ? | 11 | 16%
CCc1ccccc1NC1=NCC(=O)N1C1CCCCC1 | 13% | 7% | 24% | 6% | 1%[57.1 µM] | 2% | 1% | 36 | -3%
O=C(OC1CCCCC1=O)c1cccc(S(=O)(=O)N2CCCCC2)c1 (stereo not drawn) | -11% | -15% | -2% | 4% | -5% | 1% | -4% | 15 | 7%
Cc1ccc(NC(=O)C2(S(=O)(=O)c3ccc(Cl)cc3)CC2)cc1 | 1% | 0% | -1% | 21% | -2% | 12% | -2% | -13 | 0%
c1ccc(CNc2c3c(nc4ncnn24)CCCC3)nc1 | 4% | -1% | ? | 4% | 5% | 9% | 0%[9.22 µM] | 3 | 2%
CC(=O)c1cccc(S(=O)(=O)NCC2CCCCC2)c1 | 7% | 0% | 3% | 3% | -3% | -5% | -5% | 23 | 13%
Clc1cccc(-c2ccc(C=Nc3ccc(N4CCOCC4)cc3)o2)c1 | 29% | 1% | -10% | 4% | -6% | 6% | -21% | 11 | -34%
